# Source: PubChem (NMMLSC)
# Rac1 mut GTP: human Rac1 activated mutant GTP binding change; percent activity (GTP binding), % at 10 µM; P63000; AID 764; 190,000 compounds, 0.11% hits; GST-Rac1 activated beads, fluorescent GTP binding, flow cytometry; actives lie on both sides; 100% means binding = to untreated wells;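 active = GTP binding at least 20 percentage points away from the 100% baseline, in either direction, so actives lie on both sides; inconclusive = Compound likely fluorescent itself, or too few beads counted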
# Bim-Bcl-B: human Bim-Bcl-B interaction inhibition; bead-based flow cytometry, Bim peptide-Bcl-B binding; 190,000 compounds, 0.073% hits; Q9HD36; AID 951; inhibition, % at 10 µM;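 note: 0% = tracer peptide without compound and 100% = reference inhibitor peptide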
# Target sequence (Q9HD36 whole entry, looked up): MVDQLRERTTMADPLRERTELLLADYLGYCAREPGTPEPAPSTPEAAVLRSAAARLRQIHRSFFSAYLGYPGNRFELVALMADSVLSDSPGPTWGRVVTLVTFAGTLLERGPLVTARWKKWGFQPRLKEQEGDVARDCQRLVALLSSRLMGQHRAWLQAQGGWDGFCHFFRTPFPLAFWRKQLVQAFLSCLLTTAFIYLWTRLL
# Cdc42 wt: changes GTP binding to wildtype human Cdc42; P60953; GST-Cdc42 beads, Bodipy-GTP binding, flow cytometry; actives lie on both sides; percent activity (GTP binding), % at 10 µM; 190,000 compounds, 0.2% hits; AID 761;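 active = percent activity GTP binding at least 20 points away from the 100% baseline, either down as inhibitor or up as activator; inconclusive = compound flagged as likely green fluorescent from well-wide comparison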;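 note: median bead fluorescence of bound Bodipy-FL-GTP at 100 nM; 0% = excess unlabeled GTP control and 100% = no compound control; below 100% means less GTP binding so inhibitor and above means activator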
# Target sequence (P60953 whole entry, looked up): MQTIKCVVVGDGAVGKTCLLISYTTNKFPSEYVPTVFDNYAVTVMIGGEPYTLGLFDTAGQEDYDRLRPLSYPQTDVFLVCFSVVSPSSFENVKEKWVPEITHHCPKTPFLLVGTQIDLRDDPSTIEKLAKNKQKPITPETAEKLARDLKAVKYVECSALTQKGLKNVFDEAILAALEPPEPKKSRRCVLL
# Bim-Bcl-2: disrupts Bim peptide binding to human Bcl-2; P10415; Bead-based flow cytometry, Bim peptide-Bcl-2 binding; inhibition, % at 10 µM; 190,000 compounds, 0.06% hits; AID 950; in the data active = inhibition above about 40%; inconclusive = no clear call, values can overlap the other calls;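 note: 0% = no compound wells with probe peptide and 100% = reference peptide inhibitor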
# Target sequence (P10415 whole entry, looked up): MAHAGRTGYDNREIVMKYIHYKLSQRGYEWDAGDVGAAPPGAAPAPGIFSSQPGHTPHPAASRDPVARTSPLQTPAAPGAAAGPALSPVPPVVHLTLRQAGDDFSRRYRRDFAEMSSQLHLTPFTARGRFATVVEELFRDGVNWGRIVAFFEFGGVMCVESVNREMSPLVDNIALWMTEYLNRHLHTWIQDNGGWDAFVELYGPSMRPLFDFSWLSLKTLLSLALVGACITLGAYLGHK
# Bcl-W Bim block: human Bim-Bcl-W interaction inhibition; inhibition, % at 10 µM; AID 952; Q92843; 190,000 compounds, 0.02% hits; bead-based flow cytometry, Bim peptide-Bcl-W binding;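 note: 0% = bound tracer without compound and 100% = peptide blocker; higher means less fluorescent Bim peptide bound to Bcl-W beads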
# Bim-Bcl-XL: human Bim-Bcl-XL interaction inhibition; Q07817; Bim peptide-Bcl-XL binding, bead flow cytometry, fluorescence; inhibition, % at 10 µM; 190,000 compounds, 0.04% hits; AID 1007
# Target sequence (Q07817 whole entry, looked up): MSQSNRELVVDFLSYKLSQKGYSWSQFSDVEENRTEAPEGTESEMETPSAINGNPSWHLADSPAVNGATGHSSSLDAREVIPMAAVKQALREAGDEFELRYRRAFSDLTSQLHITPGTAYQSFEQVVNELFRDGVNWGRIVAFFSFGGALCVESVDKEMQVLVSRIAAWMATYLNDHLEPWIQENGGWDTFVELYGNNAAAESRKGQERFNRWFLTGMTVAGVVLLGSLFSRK
# Bim-Bfl-1: inhibitors of Bim-Bfl-1 interaction, human | Bead-based flow cytometry, Bim-Bfl-1 binding inhibition | inhibition, % at 10 µM | 190,000 compounds, 0.12% hits;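 note: 0% = wells without compound plus tracer and 100% = blocker peptide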
# Rab7 wt modul: dog Rab7 wildtype GTP binding, inhibitors and activators; GST-Rab7 beads, fluorescent GTP binding, flow cytometry; actives lie on both sides; untreated = 100%, excess cold GTP = 0%; GTP binding activity (percent of control), % at 10 µM; 190,000 compounds, 0.055% hits;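 active = fluorescent GTP binding to Rab7 beads changed by at least 20 points from the 100% baseline, either direction, mostly lower; inconclusive = compound itself probably fluorescent, or too few beads counted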;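 note: median green fluorescence of bound Bodipy-FL-GTP per Rab7 bead population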
# Rac1 wt GTP bind: alters GTP binding to wildtype human Rac1; P63000; GST-Rac1 beads, fluorescent GTP binding, flow cytometry; actives lie on both sides; 0 = cold GTP competed, 100 = untreated; GTP binding activity (% of control), % at 10 µM; 190,000 compounds, 0.27% hits;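 active = GTP binding activity at least 20 points away from the 100% control level, either lower or higher; inconclusive = compound flagged as likely green fluorescent, judged across all proteins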
# HRas wt GTP bind: modulators of GTP binding to human HRas wildtype; P01112; GST-Ras wt beads, Bodipy-FL-GTP binding, flow cytometry; actives lie on both sides; GTP binding activity, % at 10 µM; 190,000 compounds, 0.14% hits;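 active = GTP binding activity at least 20% away from the 100% baseline, either lowered as inhibitor or raised as activator; inconclusive = flagged as likely green fluorescent, judged across all proteins in the well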;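 note: 0% = unlabeled GTP competition control and 100% = no-compound control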
# Target sequence (P01112 whole entry, looked up): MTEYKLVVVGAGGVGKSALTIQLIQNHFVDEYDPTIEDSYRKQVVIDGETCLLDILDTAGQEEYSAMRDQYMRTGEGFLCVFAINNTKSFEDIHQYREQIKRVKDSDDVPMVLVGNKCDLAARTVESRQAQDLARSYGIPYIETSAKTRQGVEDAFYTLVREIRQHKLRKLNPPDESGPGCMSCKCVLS
# Rab2A wt mod: changes GTP binding to wildtype dog Rab2A, up or down | P61105 | GST-Rab2 wt beads, Bodipy-GTP binding, flow cytometry | GTP binding activity, % at 10 µM | 190,000 compounds, 0.19% hits | AID 760;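 active = GTP binding activity at least 20 points away from 100%, either lowered or raised; inconclusive = signal likely due to the compound's own green fluorescence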;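 note: 0% = beads with excess unlabeled GTP and 100% = no-compound control corrected for plate trend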
# The depositor's hits bear a star; ? = inconclusive. Cut-off read from the data, not from the text of the source, unless noted: active = inhibition above about 40%. Rows are unselected; overall some 0.62% were active at least once.
entry	SMILES	Rac1 mut GTP	Bim-Bcl-B	Cdc42 wt	Bim-Bcl-2	Bcl-W Bim block	Bim-Bcl-XL	Bim-Bfl-1	Rab7 wt modul	Rac1 wt GTP bind	HRas wt GTP bind	Rab2A wt mod
1	COCCNC(=S)N1CCC(NC(=O)c2ccco2)CC1	95	-6	98	-1	-4	-3	-5	94	91	93	96
2	COc1cc(S(=O)(=O)Nc2ccccc2C)ccc1NC(=O)c1ccncc1	99	-4	102	-1	1	0	0	100	102	99	101
3	COC(=O)c1ccc2c(c1O)C(=O)c1ccccc1C2=O	95	-3	97	1	3	4	-1	91	93	94	92
4	COc1ccc(Cn2c(=S)[nH]c3cc(C(=O)NCc4cccnc4)ccc3c2=O)cc1	97	-7	99	-2	-9	-11	-5	100	99	98	99
5	COc1cc(S(=O)(=O)Nc2ccccc2)ccc1N=Cc1c(C)[nH]n(-c2ccc(C)cc2)c1=O	95	-3	94	-8	0	3	-15	96	85	90	90
6	CCOC(=O)C1=C(c2ccccc2)OC(N)=C(C#N)C1c1cccs1 (stereo not given)	99	-2	102	0	-4	-5	1	98	101	100	100
7	O=C(O)c1cc(Nc2nc(N3CCOCC3)nc(N3CCOCC3)n2)ccc1Cl	96	-6	95	-4	0	-6	-10	102	101	97	97
8	O=c1ccc2cc(O)c(O)cc2o1	99	-6	102	11	4	4	5	102	102	97	100
9	CSc1nsc(/C=C/Nc2ccc(C)cc2)c1C#N	100	-4	105	0	-3	-4	3	101	104	102	103
10	CC1=C(C(=O)OC(C)C)C(c2cccs2)NC(=S)N1 (stereo not given)	99	5	101	1	-6	-6	6	97	101	99	98
11	CCNC(=S)NNC(=O)Cc1ccccc1	97	-6	99	-5	1	-4	-8	98	102	98	97
12	COCCCNC(=S)N1CCN(c2ccc([N+](=O)[O-])cc2)CC1	97	-5	101	-6	-2	-2	-1	102	101	98	96
13	COCC(C)NC(=O)c1cccc(Cl)c1 (stereo not given)	95	-8	98	-11	-1	-15	-11	92	93	95	96
14	COc1ccc(Cl)cc1NC(=S)NNC(=O)CC(C)C	94	-14	100	1	-4	-8	-1	106	97	101	101
15	CCCc1[nH]nc2c1C(c1ccc(OC(=O)N3CCOCC3)cc1)C(C#N)=C(N)O2 (stereo not given)	100	-8	107	-8	0	-5	-13	110	104	107	108
16	O=C(N/C=C/c1ccco1)OCc1ccccc1	94	6	98	7	0	0	0	93	96	96	97
17	CCCCC(=O)N(Cc1ccc2c(c1)OCO2)Cc1nc2ccccc2c(=O)[nH]1	93	-7	90	-5	-3	-5	-8	101	93	95	93
18	Cc1ccc(S(=O)(=O)N2CCCC2C(=O)OCc2ccco2)cc1 (stereo not given)	102	0	107	2	0	0	1	102	106	108	109
19	COC(=O)[C@H](Cc1ccccc1)NC(=O)Nc1ccc(C)cc1	102	-10	106	-12	1	-3	-12	103	106	103	100
20	CCNC(=O)Nn1c(-c2ccccc2)nc2ccccc2c1=O	98	-4	98	0	-2	0	-6	93	96	98	96

# Single values from the results shown:
# CCCCC(=O)N(Cc1ccc2c(c1)OCO2)Cc1nc2ccccc2c(=O)[nH]1 – Cdc42 wt: 90
# O=C(N/C=C/c1ccco1)OCc1ccccc1 – Bim-Bcl-XL: 0
# CC1=C(C(=O)OC(C)C)C(c2cccs2)NC(=S)N1 (stereo not given) – Bim-Bcl-XL: -6

# (cont.)
entry	SMILES	Rac1 mut GTP	Bim-Bcl-B	Cdc42 wt	Bim-Bcl-2	Bcl-W Bim block	Bim-Bcl-XL	Bim-Bfl-1	Rab7 wt modul	Rac1 wt GTP bind	HRas wt GTP bind	Rab2A wt mod
21	CCCCN(CC)S(=O)(=O)N1CCC(C(=O)NCc2ccc(F)cc2)CC1	99	-1	104	0	-2	-1	-2	98	101	101	98
22	COc1ccc(-n2cnnc2SCC(=O)c2cc(C)n(Cc3cccs3)c2C)cc1	96	-7	95	-1	0	0	0	96	95	96	96
23	O=C(NCc1ccco1)c1cc(-c2ccc(Cl)cc2)on1	101	-1	100	0	-1	-7	-3	97	104	101	102
24	COc1ccc(CNC(=O)CSc2nn3c(=O)c(C(C)(C)C)nnc3s2)cc1OC	89	-4	90	-5	-1	-3	-4	100	96	95	94
25	O=C(Cc1ccc(Cl)cc1)OCc1nnc(-c2ccccc2)o1	85	-2	89	-2	-2	-4	-7	91	88	87	86
26	COC(=O)Cc1ccc(Oc2ncc(C(F)(F)F)cc2Cl)cc1	95	-2	97	-6	-2	-4	-2	95	96	95	95
27	Cc1ccc(-c2csc(NC(=O)c3cccc(S(=O)(=O)N4CCN(C)CC4)c3)n2)cc1	?	-7	?	-10	1	-1	-2	?	?	?	?
28	CCCS(=O)(=O)N1CCC(C(=O)c2cccc(C(F)(F)F)c2)CC1	100	3	100	4	-2	-18	1	96	102	98	99
29	CCCn1c(SCC(=O)NCc2ccc(F)cc2)n[nH]c1=O	95	0	100	2	0	-1	4	92	99	97	96
30	O=C(O)Cc1ccc(OCc2ccc(Cl)nc2)cc1	93	-3	93	-1	-3	-4	0	108	97	99	102
31	O=C1Nc2ccccc2C12NCCc1c2[nH]c2ccccc12 (stereo not given)	92	-4	96	-11	0	-19	-12	94	91	96	93
32	CSc1nc2nc(-c3ccc(F)cc3)c(CCN3CCN(C)CC3)cn2n1	97	0	99	-3	0	0	-6	101	102	100	101
33	CCSc1nc2ccccc2n1S(=O)(=O)c1ccccc1	102	-6	106	-3	0	-5	-9	105	108	103	104
34	c1ccc(NCc2nc3ccccc3n2CCOc2ccccc2)cc1	98	-13	98	-5	-9	-10	-12	98	103	98	98
35	Cc1ccc(CN2C(=O)CCC2C(=O)NCc2ccc(F)cc2)cc1 (stereo not given)	96	-5	98	-4	2	-5	-10	98	95	97	98
36	Cc1ccc(CNC(=O)[C@H]2C[C@@H]2[C@H](NP(=O)(c2ccccc2)c2ccccc2)c2ccccc2)o1	98	-5	101	0	-1	-6	-4	97	102	97	99
37	CCOC(=O)c1ccc(-c2ccc(/C=C(\C#N)C(=O)NCC3CCCO3)o2)cc1 (stereo not given)	95	-2	99	-5	-4	-7	-2	102	97	99	97
38	COc1ccc(N2CCN(C(=O)CCc3nc(-c4ccc(C)cc4)no3)CC2)cc1	91	-2	95	-3	-4	-2	5	92	94	92	92
39	O=c1c2cccnc2[nH]c(=S)n1Cc1ccccc1	101	21	103	16	19	29	24	100	107	101	99
40	O=C(O)Cn1c(SCCOc2ccccc2)nc2ccccc21	94	-2	98	-3	-2	0	-1	99	97	99	99

# Limited to Rac1 wt GTP bind, for some of the entries so far:
nr	SMILES	Rac1 wt GTP bind
34	c1ccc(NCc2nc3ccccc3n2CCOc2ccccc2)cc1	103
35	Cc1ccc(CN2C(=O)CCC2C(=O)NCc2ccc(F)cc2)cc1 (stereo not given)	95

# (list continues)
entry	SMILES	Rac1 mut GTP	Bim-Bcl-B	Cdc42 wt	Bim-Bcl-2	Bcl-W Bim block	Bim-Bcl-XL	Bim-Bfl-1	Rab7 wt modul	Rac1 wt GTP bind	HRas wt GTP bind	Rab2A wt mod
41	CNC(=O)NC1CCCCc2sccc21 (stereo not given)	95	-11	97	-12	-1	-1	-11	97	96	97	95
42	COc1ccc(CN2CCn3nc(C(=O)NC4CC4)cc3C2=O)cc1	93	6	94	9	3	2	5	98	94	97	97
43	CC1=CC=CC2=NC(=O)CC(C)(C(=O)N(CC(=O)NC3CCCC3)c3ccccc3C)N12 (stereo not given)	100	-2	99	-1	6	-3	-6	97	98	98	97
44	Cc1c(C(=O)OC(C)C)sc(N)c1C(=O)OC(C)C	102	-11	99	-6	-3	-4	-15	99	107	102	100
45	O=C(CC12CC3CC(CC(C3)C1)C2)Nc1ccc2c(c1)COC2=O	100	-7	99	-12	0	-6	-19	94	98	96	97
46	CCOC(=O)CCC(=O)N1CCOCCOCCN(C(=O)CCC(=O)OCC)CCOCC1	97	-5	100	-4	2	-15	-9	102	103	103	101
47	Cc1ccc(CS/C(Nc2ccccc2C)=C(\C#N)C(N)=O)c(C)c1	99	-1	94	2	0	-1	1	102	100	97	98
48	CCC(C)(C)NC(=O)CN(Cc1ccc2c(c1)OCO2)C(=O)CCC(=O)Nc1nccs1	94	-2	96	0	-4	-2	2	101	94	98	99
49	COc1cc(/C=N\NC(=O)c2nonc2N)c(OC)cc1Br	102	-3	100	-2	-4	-6	-1	99	102	99	101
50	O=C(Nc1ccc2c(c1)OCO2)C1COc2ccccc2O1 (stereo not given)	99	-3	103	-5	-1	-2	-2	96	99	101	100
51	CCCNC(=O)CC(NS(=O)(=O)c1ccc(Cl)cc1)c1ccco1 (stereo not given)	99	1	100	-1	0	0	-2	98	102	100	100
52	O=C(NCC1CCCO1)c1cc(NS(=O)(=O)c2cccs2)cc(NS(=O)(=O)c2cccs2)c1 (stereo not given)	93	-7	98	-3	-1	-3	-7	106	100	99	99
53	Cc1ccc(C(=O)c2ccccc2C(=O)OCC(=O)NCCc2ccccc2)cc1	101	-9	104	-16	-2	-7	-8	100	108	102	99
54	O=C1NC2(CCCCCC2)C(=O)N1Cc1ccc([N+](=O)[O-])cc1	96	-8	97	-10	-1	-8	-16	102	101	98	98
55	Cc1ccc[n+](CC(=O)N2CCCc3ccccc32)c1	97	-2	97	1	0	-1	-4	104	102	100	99
56	COc1ccccc1NC(=S)NC1CCC(CC2CCC(NC(=S)Nc3ccccc3OC)CC2)CC1 (stereo not given)	97	0	100	2	-2	-4	3	97	100	98	97
57	O=[N+]([O-])c1ccc2[nH]c3c(c2c1)CCCC3	95	-2	96	-1	-2	-3	-1	102	99	97	98
58	COc1cc(C2NC(=S)NC(C)=C2C(=O)Nc2ccc(C)cc2)ccc1O (stereo not given)	100	-19	99	-2	-2	-1	-1	95	101	96	96
59	CCCc1cc(C(=O)Nc2ccc(F)cc2F)no1	99	-3	99	-7	0	-2	-13	101	96	97	98
60	CSc1cccc(CN2CCN(CCc3ccccc3)C(CCO)C2)c1 (stereo not given)	96	0	99	-2	-2	0	-4	99	99	99	99
61	Cc1cccc2cc(C#N)c(N3CCC(O)CC3)nc12	95	-11	95	-3	-4	-3	0	94	98	94	94
62	CC1(C)CC(=O)C2=C(C1)c1c(ccc3ccccc13)NC2c1cc([N+](=O)[O-])cc([N+](=O)[O-])c1O (stereo not given)	89	-3	92	-8	-2	-5	-5	99	96	94	93
63	COCCn1c(NCc2ccccc2)nc2c1c(=O)[nH]c(=O)n2C	98	-3	98	0	5	-3	-10	100	96	101	100
64	CCOc1ccc(NC(=O)c2ccc(F)c(S(=O)(=O)N3CCN(c4ccccn4)CC3)c2)cc1	98	0	102	-2	0	0	-3	104	105	103	102
65	CCCCc1ccc(S(=O)(=O)NCCc2ccncc2)cc1	97	-3	95	-1	-2	0	0	99	98	98	95
66	Cc1cccc(CSCCNC(=O)COc2ccc(Cl)cc2)c1	93	-5	90	1	-6	-4	0	92	91	92	93
67	CCOC(=O)c1c(NC(=O)c2cccnc2)sc(C(C)=O)c1C	98	-4	102	-2	-4	-5	0	103	103	100	99
